Screening results (PubChem)
PMI inhibitors = inhibitors of human PMI, primary screen, biochemical, fluorescence intensity, coupled assay (AID 1209); purified PMI enzyme, coupled fluorescence intensity; higher % means a stronger effect; inhibition, % at 20 µM; hits with a dose series show IC50 in µM; 0.42% of 190,000 active;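 also: plate controls were DMSO vehicle for no effect and wells lacking substrate for full effect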
Insulin prom up = MIN6 insulin promoter up-regulation; MIN6 insulin promoter-GFP reporter, high-content imaging; hits give high values; z-score at 5 µM; 0.3% of 190,000 active;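 active = z-score above 3 at 5 µM with at least 500 cells counted in the well; inconclusive = wells under 500 cells, flagged as cytotoxic or low count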
TNAP activators = human TNAP enzyme activators, primary screen, biochemical, luminescent, no phosphate acceptor, uHTS (AID 1001). purified TNAP, luminescent activation assay, no phosphate acceptor; higher activation fold means a stronger effect. 0.03% of 200,000 active. one-dose activation fold at 20 µM; EC50 in µM for titrated hits; in the data active = activation fold from about 3, or a potency from the dose series; inactive = the rest, 99 in 100 with activation fold below about 1.6; also: many of its hits are not listed in these tables
ER stress rescue = protection against thapsigargin-triggered cell killing – 384-well, CSM14.1, ATP luminescence, primary screen (AID 1222) | CSM14.1 thapsigargin-induced death rescue, ATP luminescence; higher % means a stronger effect | cellular ATP content (survival), % at 20 µM, or EC50 in µM where a hit was titrated | 190,000 tested, under 10 active;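 active = EC50 below 50 µM in the dose-response confirmation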;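 also: death triggered by thapsigargin at about 15 µM added after 2 h compound pretreatment; cell ATP read after overnight thapsigargin exposure of roughly 18 to 22 hours; normalized against plate controls of thapsigargin alone and 5% DMSO vehicle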
PhoP inhibition = inhibitors of PhoP regulon expression, primary screen, Salmonella Typhimurium, GFP reporter (AID 1863); S. Typhimurium PhoP-regulated promoter GFP reporter, 4 h; higher % means a stronger effect; inhibition, % at 50 µM, or IC50 in µM where a hit was titrated; 0.16% of 300,000 active;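 active = inhibition over 29.93%, a cutoff 3 SD above the screen mean, later confirmed by dose response; inconclusive = inhibition over 29.93% but no dose response follow-up; inactive = inhibition at most 29.93% or unconfirmed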;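 also: 0% = low Mg2+ inducing control and 100% = high Mg2+ repressing control; strong numbers were not always called active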
RSV CPE inhibition = inhibition of RSV-induced cytopathic effect – HEp-2 cells, primary 10 µM value included (AID 2391); HEp-2 cells, RSV-induced CPE inhibition; higher % means a stronger effect; one-dose CPE inhibition, % at 10 µM; IC50 in µM for titrated hits; 0.13% of 310,000 active; in the data active = a potency from the dose series; inconclusive = CPE inhibition mostly from about 23% at the one dose, without a potency; inactive = the rest, 99 in 100 with CPE inhibition below about 21%; also: strong numbers were not always called active
West Nile antiviral = West Nile virus antiviral activity, cell-based, CPE readout (AID 1621); 0.02% of 290,000 active; West Nile virus-infected cells, CPE inhibition; higher % means a stronger effect; one-dose CPE inhibition, % at 10 µM; IC50 in µM for titrated hits; in the data active = a potency from the dose series; inconclusive = CPE inhibition mostly from about 3.7% at the one dose, without a potency; inactive = the rest, 99 in 100 with CPE inhibition below about 2.2%; also: strong numbers were not always called active
PMI inhibition = human PMI inhibitors, high substrate, primary screen, biochemical, fluorescence intensity, high mannose 6-phosphate (AID 1220) | 0.66% of 190,000 active | inhibition, % at 20 µM, or IC50 in µM where a hit was titrated | recombinant PMI enzyme, coupled fluorescence intensity; higher % means a stronger effect
SV40 large T antigen = SV40 large T antigen inhibitors, biochemical (AID 1903); SV40 large T antigen ATPase/helicase inhibition assay; higher % means a stronger effect; one-dose inhibition, % at 20 µM; IC50 in µM for titrated hits; 0.39% of 310,000 active; in the data active = a potency from the dose series; inconclusive = inhibition mostly from about 32% at the one dose, without a potency; inactive = the rest, 99 in 100 with inhibition below about 32%; also: strong numbers were not always called active
Insulin prom up cell count = also measured in Insulin prom up; calls as there; cell count; measured here: cytotoxicity, nuclei count;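 total cells summed across four imaged fields per well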
Numbers without * were called inactive; ? = inconclusive; . = not tested or not shown. Rule as the data show it, unless noted: active = inhibition above about 50%; inactive = the rest.

Order of values: TNAP activators	PMI inhibitors	Insulin prom up	SV40 large T antigen	Insulin prom up cell count	West Nile antiviral	ER stress rescue	PMI inhibition	RSV CPE inhibition	PhoP inhibition
- NC1=NC2(CCCCC2)N(c2cccc(Cl)c2)C(N)=N1
  1.2	1.9%	.	4.6%	.	0.1%	-0.9%	-1.8%	0.3%	9.7%
- CC1(C)Cc2c(sc3c2c(=O)n(-c2cccc(Cl)c2)c(=O)n3CC(N)=O)CO1
  .	.	-0.76	14.3%	1053	0.1%	.	.	1.0%	-8.5%
- COc1ccc(-c2nnc3ccc(SC)nn23)cc1
  1.1	19.5%	1.2	12.7%	1369	0.9%	-1.0%	14.9%	2.4%	-9.5%
- C=C1c2cc(C)ccc2NC(=O)N1c1ccc(C)cc1
  1.1	-90.6%	1.16	6.0%	848	0.4%	0.6%	-139.3%	3.5%	7.3%
- O=C(Nc1ccc(Cl)cc1)c1ccc(-n2cccn2)c([N+](=O)[O-])c1
  0.9	18.0%	-0.44	13.2%	1708	0.1%	-1.5%	20.8%	0.0%	5.2%
- COCCCNC(=O)CCn1c(=O)c2ccccc2n(CC(=O)NCCc2ccc(OC)c(OC)c2)c1=O
  1.2	-7.6%	-0.35	12.8%	1374	0.6%	0.2%	-10.7%	0.8%	-2.0%
- CCOc1ccc(NC(=S)N2CCN(c3ccc(N4CCOCC4)nn3)CC2)cc1
  1.1	4.5%	0.83	-16.1%	1226	-0.3%	0.3%	13.4%	3.9%	7.2%
- CC(=O)c1ccc(N2CCN(C(=O)Nc3ccc(Cl)cc3)CC2)cc1
  1.1	-2.9%	.	7.1%	.	-0.9%	-1.1%	-4.7%	-0.6%	-9.0%
- O=C(Nc1ccccc1)Nc1ccc(C(=O)N2CCOCC2)cc1
  1.1	8.1%	1.32	5.7%	1433	0.1%	-1.5%	10.0%	2.1%	1.6%
- CC1CCc2nc(NC(=O)c3ccc(N4C(=O)CCC4=O)cc3)sc2C1 (centres undefined)
  .	.	.	17.9%	.	-0.1%	.	.	1.5%	-9.8%
- CCCCC1S/C(=N/N=C/c2ccco2)NC1=O (centres undefined)
  1	-6.2%	0.39	2.8%	1340	-0.2%	-1.9%	-2.7%	1.4%	-12.0%
- Cc1c(C(=O)C(=O)NCc2cccs2)c2ccccc2n1C
  1	-3.5%	0.36	8.5%	1220	-0.9%	0.2%	-0.5%	3.5%	-6.7%
- Cc1ccc(/C=N/N2CCN(Cc3ccccc3)CC2)o1
  1	-2.7%	-0.13	11.2%	835	-1.3%	-2.8%	-1.2%	-0.5%	0.0%
- CC(=O)c1ccc(N2CCN(C(=O)CCN3C(=S)NC(C)(C)CC3C)CC2)cc1 (centres undefined)
  1	-0.1%	-0.15	5.5%	1139	-0.3%	0.0%	0.6%	1.6%	-6.1%
- Cc1cccc(NC(=O)c2ccc([N+](=O)[O-])s2)c1C
  1.1	15.1%	0.25	13.6%	1488	-0.9%	-2.1%	7.1%	0.5%	7.1%
- CCCn1c(=O)c(C(=O)NNS(=O)(=O)c2ccc(Cl)cc2)c(O)c2ccccc21
  1.4	0.8%	-0.35	13.4%	1337	0.0%	-1.5%	-10.1%	14.0%	-12.2%
- COc1ccc(OC)c(NC(=O)CSc2nnc(C3CCCCC3)o2)c1
  1.2	-1.3%	0.43	9.0%	1513	-0.7%	1.2%	-2.7%	2.7%	3.5%
- O=S1(=O)C[C@H]2NC(=S)N(c3ccccc3)[C@H]2C1
  1	13.9%	0.08	-0.5%	1478	-0.3%	1.3%	10.7%	1.9%	-4.7%
- CC1CCCC(NC(=S)Nc2ccc(SC(F)F)cc2)C1C (centres undefined)
  1.1	2.2%	.	2.7%	.	?	-1.2%	-0.8%	0.8%	-3.0%
- COC(=O)c1sc(NC(=O)c2c(F)cccc2F)c(C#N)c1C
  1	3.0%	0.11	9.8%	1303	0.4%	-2.5%	-0.3%	2.1%	-5.1%
- NC(=O)c1oc2ccccc2c1NC(=O)c1ccccc1
  1.2	-1.8%	-0.11	23.9%	917	0.4%	-0.8%	1.7%	0.4%	0.6%
- Cc1ccc2nc(N3CCC(C(=O)O)CC3)nc(-c3ccccc3)c2c1
  1.2	0.8%	-0.18	16.9%	1197	0.4%	0.3%	12.3%	6.4%	2.1%
- COc1ccc(CN2C(=O)c3cccnc3C2=O)cc1S(=O)(=O)N(C)c1cccc(C)c1
  .	.	.	13.9%	.	0.1%	.	.	1.8%	-4.5%
- CCOC(=O)N1CCC(NC(=O)c2cc3sccc3n2CC)CC1
  1.1	3.3%	-0.46	5.4%	1211	0.3%	-0.4%	-0.7%	1.3%	4.1%
- Cc1csc(NC(=O)CSc2nnc(Cc3cccn3C)n2-c2ccc(F)cc2)n1
  1	8.6%	1.3	2.7%	1078	-0.1%	-2.4%	-2.1%	-0.1%	-2.8%
- CCN(CCNC(=O)C1CCN(S(=O)(=O)c2c(C)noc2C)CC1)c1ccccc1
  1.1	-15.1%	-0.45	6.1%	1144	0.0%	-4.3%	9.4%	0.8%	1.8%
- COc1cc(NC(=O)c2ccco2)ccc1NC(=O)c1ccccc1Cl
  1	8.1%	1.28	3.2%	1300	0.0%	-1.2%	5.9%	1.1%	-3.5%
- Cc1cc(SCCC(=O)O)nc2c(C)cccc12
  1.1	11.8%	0.23	-0.1%	730	0.0%	-0.8%	6.2%	2.8%	-5.3%
- COC(=O)C(C#N)c1nc2ccccc2nc1N1CCN(Cc2ccc3c(c2)OCO3)CC1 (centres undefined)
  1.1	0.2%	0.06	.	889	-0.2%	-1.4%	-16.5%	-0.5%	.
- CSC(=N/N=C(\N)c1cnccn1)SC
  1.1	8.9%	0.16	8.1%	1180	0.9%	0.0%	7.7%	1.6%	-3.2%
- Cc1noc(C)c1N=Nc1ccccc1C(=O)O
  1	-18.7%	-0.38	10.2%	1390	1.2%	-6.4%	-11.6%	0.4%	-9.5%
- COc1ccc(/C=C(\NC(=O)c2ccc(Cl)cc2)C(=O)NCCCn2ccnc2)cc1OC
  .	.	.	-5.7%	.	-0.4%	.	.	0.7%	7.5%
- Cc1ccccc1N1CC(C(=O)N2CC(C)OC(C)C2)CC1=O (centres undefined)
  .	.	.	5.2%	.	0.3%	.	.	3.2%	11.3%
- Cn1c(CN2CCOCC2)nc2cc(NC(=O)c3ccc(Cl)cc3)ccc21
  1	-3.2%	-0.79	0.7%	892	0.1%	-0.5%	0.7%	1.9%	-4.1%
- O=C(Nc1ccc2oc(-c3ccccc3)nc2c1)c1ccccc1F
  1.1	2.8%	-0.08	-8.8%	1103	0.5%	2.3%	-3.8%	4.9%	13.7%
- Cc1cccc(NC(=O)CN2C(=O)N/C(=C\c3cccn3-c3cccc(C(=O)O)c3)C2=O)c1
  1	-27.6%	1.07	3.9%	1339	0.3%	-12.5%	-23.5%	1.1%	-2.0%
- NC(=O)[C@@H]1CCCCNc2c(I)cc([N+](=O)[O-])cc2C(=O)N[C@@H](CCC(=O)O)C(=O)N[C@@H](CO)C(=O)N1
  1	-30.7%	0.1	40.0%	1118	0.8%	-4.7%	-29.1%	3.5%	4.9%
- COc1ccc2cc(CN(CC3CCCO3)C(=S)NCc3ccco3)c(=O)[nH]c2c1 (centres undefined)
  1	8.0%	-0.24	9.8%	1400	-0.4%	1.0%	0.9%	3.4%	-3.0%
- Cn1cc(C2N3CC4(C)CN2CC(C)(C3)C4=O)c2ccccc21 (centres undefined)
  1	8.6%	-0.02	1.9%	1505	0.5%	0.1%	4.5%	0.7%	7.3%
- N#CCC(=O)Nc1ccc(C(=O)NCc2cccc(Cl)c2)cc1
  .	.	0.14	12.8%	1086	-0.1%	.	.	0.6%	-5.6%
- CCCCCCSc1ncc(C#N)c(N)n1
  1.1	9.0%	0.45	1.2%	1644	-0.5%	-0.8%	1.6%	1.8%	-2.8%
- COc1cccc(CN2CC(C(=O)N(C)CC3CCOCC3)CCC2=O)c1 (centres undefined)
  .	.	.	3.3%	.	0.1%	.	.	0.9%	-0.8%
- COc1ccc(C)cc1NC(=O)C1CCN(S(=O)(=O)c2ccccc2)CC1
  .	.	.	-6.7%	.	-0.1%	.	.	1.4%	3.6%
- CC(=O)Nc1sc(C)c(C)c1C(=O)OCC(=O)Nc1cc(S(C)(=O)=O)ccc1Cl
  .	.	-0.03	5.1%	1350	-0.3%	.	.	-0.1%	-10.4%
- C=CCSC1=C(C#N)C(c2ccccc2OCC)CC(=O)N1 (centres undefined)
  1.1	11.6%	0.74	-8.7%	1643	0.2%	3.4%	6.4%	-0.9%	-7.6%
- Cc1ccc(N(C(=O)c2snc(C(N)=O)c2N)C(C(=O)NC2CCCC2)c2ccncc2)cc1 (centres undefined)
  .	.	.	8.1%	.	-0.2%	.	.	0.4%	6.9%
- COc1ccc(O)c(C(=O)c2cnn(C(=O)c3cc(C)oc3C)c2)c1
  0.9	-3.0%	.	25.7%	.	0.3%	2.2%	1.3%	4.4%	1.7%
- O=C(NNC(=O)c1ccncc1)c1ccccc1
  .	.	.	2.7%	.	-0.1%	.	.	-0.1%	-1.1%
- CCN(CC)CCn1c(SCC(=O)Nc2cccc(OC)c2)nc2c(sc3ccccc32)c1=O
  1.1	0.3%	-0.92	-6.9%	1192	-0.8%	-0.6%	-5.9%	-0.4%	4.5%
- Cc1ccc2[nH]c3c(N4CCCCCC4)ncnc3c2c1
  1.1	3.7%	-3.59	6.3%	881	.	.	2.0%	.	-2.5%

Going on with the list.
Order of values: TNAP activators	PMI inhibitors	Insulin prom up	SV40 large T antigen	Insulin prom up cell count	West Nile antiviral	ER stress rescue	PMI inhibition	RSV CPE inhibition	PhoP inhibition
- COc1cccc(NC(=O)c2ccc(-n3cnnn3)cc2)c1
  .	.	.	5.0%	.	1.1%	.	.	0.0%	-1.3%
- CC1=C(C#N)C(=O)OC(C)(C)C1
  1.1	-10.2%	0.6	21.8%	1254	0.4%	.	-25.0%	0.0%	-288.7%
- O=C(NC1CCCc2ccccc21)c1c(F)cccc1Cl (centres undefined)
  .	.	.	5.4%	.	-0.5%	.	.	2.3%	-1.3%
- COc1cc(C(=O)N=c2sc3ccccc3n2C)cc(OC)c1OC
  1.1	-1.7%	-2.71	18.0%	1092	-0.6%	-0.7%	0.5%	?	2.0%
- CCCc1cc(C(=O)NNC(=S)Nc2cccc(C)c2)cs1
  2	12.1%	.	20.3%	.	-0.2%	-3.9%	-1.8%	?	-7.5%
- Cc1ccc(SCC(=O)Nc2ccccc2C(=O)N2CCOCC2)cc1
  1.1	10.3%	0.35	8.2%	1458	-0.1%	-0.3%	10.9%	0.0%	-3.3%
- Oc1c(Br)cccc1/C=N/c1ncn[nH]1
  .	.	.	9.6%	.	-0.5%	.	.	1.1%	0.7%
- O=C(Nc1ccnn1C1CCN(Cc2cccc(OCCO)c2)CC1)C1CCOC1 (centres undefined)
  .	.	.	9.2%	.	0.9%	.	.	0.6%	-1.9%

Compounds were not picked by outcome. Share with any hit: about 1.5%.
